# Tb hexokinase – Trypanosoma brucei hexokinase 1 inhibitors, primary screen, biochemical, G6PDH-coupled NADH absorbance, MLSCN library | hexokinase 1 [Trypanosoma brucei] | 0.11% of 220,000 active | AID 1430, 2008 | inhibition, % at 10 µM | recombinant TbHK1, G6PDH-coupled NADH A340;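 active means inhibition of 50% or more in the single-dose primary screen; inactive means inhibition below 50%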
# TRPML3 agonist – human TRPML3 channel agonists, primary screen, cell-based, HEK293 TRPML3-YFP, Fluo-8 calcium fluorescence, 3 µM. Mucolipin-3 (Homo sapiens), Q8TDD5. 100% = the carbachol control signal. activation, % at 3 µM. 0.29% of 220,000 active;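 active means activation above its plate's cutoff, the mean activation of the plate's test wells plus 3 SD, cut at about 12% in these data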;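 further: 0% = DMSO only wells and 100% = carbachol wells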
# Target sequence (Q8TDD5 whole entry, looked up): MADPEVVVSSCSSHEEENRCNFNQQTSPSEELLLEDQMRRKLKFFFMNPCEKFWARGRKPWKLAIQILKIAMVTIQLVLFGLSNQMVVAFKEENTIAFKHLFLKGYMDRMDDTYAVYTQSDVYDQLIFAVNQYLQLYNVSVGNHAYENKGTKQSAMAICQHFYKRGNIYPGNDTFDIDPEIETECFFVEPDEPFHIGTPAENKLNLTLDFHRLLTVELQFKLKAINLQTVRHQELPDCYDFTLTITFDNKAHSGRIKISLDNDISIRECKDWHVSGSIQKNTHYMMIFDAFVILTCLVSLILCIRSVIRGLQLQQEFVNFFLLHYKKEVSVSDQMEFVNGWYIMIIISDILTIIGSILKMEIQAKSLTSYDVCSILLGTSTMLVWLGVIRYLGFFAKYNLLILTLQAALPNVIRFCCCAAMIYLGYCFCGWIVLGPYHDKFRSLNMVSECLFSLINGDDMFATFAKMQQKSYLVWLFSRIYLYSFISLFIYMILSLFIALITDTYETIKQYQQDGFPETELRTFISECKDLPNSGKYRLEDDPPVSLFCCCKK
#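 system = HEK293 cells stably carrying human TRPML3-YFP | doses = one concentration, 3 µM nominal, 0.3% DMSO | timing = dye loading 1 h 37 °C then 30 min ambient, 125 s read | detection = Fluo-8 calcium dye fluorescence, ex 470-495, em 515-575 nm | benchmarks = high control carbachol 87 µM, low control DMSO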
# m-calpain inh – inhibitors of pig calpain II, primary screen, biochemical, fluorogenic peptide substrate, 1536-well | purified calpain II, 30 min | inhibition, % at 16 µM | 0.37% of 220,000 active | AID 1236, 2008;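 active means inhibition above about 50%, limit read from the data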
# EBV gp42 inh – Epstein-Barr virus gp42 inhibitors, primary screen, biochemical, uHTS, fluorescence polarization; Glycoprotein 42 (Epstein-Barr virus (strain AG876)), Q1HVG2; Fluorescence polarization binding assay, mP read-out; inhibition, % (tested at 21.74 µM); 0.42% of 220,000 active; AID 1085, 2008; in the data active means inhibition above about 50%
# Target sequence (Q1HVG2 whole entry, looked up): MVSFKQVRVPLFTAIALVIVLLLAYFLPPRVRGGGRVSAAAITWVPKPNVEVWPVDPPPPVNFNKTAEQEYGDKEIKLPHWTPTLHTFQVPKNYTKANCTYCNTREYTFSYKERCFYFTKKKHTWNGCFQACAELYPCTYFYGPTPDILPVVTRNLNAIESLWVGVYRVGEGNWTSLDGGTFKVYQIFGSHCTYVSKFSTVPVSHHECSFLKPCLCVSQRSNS
# thrombin 1536 – human alpha-thrombin inhibitors, primary screen, counter-screen for coagulation protease inhibitor project, biochemical, 1536-well, fluorogenic AMC substrate; Prothrombin (Homo sapiens), P00734; Boc-VPR-AMC fluorogenic substrate cleavage; inhibition, % at 5 µM; 0.26% of 220,000 active; AID 1046, 2008;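 active means inhibition at or above 40%; inactive means inhibition below 40%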;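 further: 0% = enzyme with no compound and 100% = wells without enzyme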
#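 Test system: human alpha-thrombin protein / Dosing: one concentration per compound, 5 µM, with 0.2% DMSO / Medium: pH 7.5 Tris-saline with Tween 20 / Benchmarks: no-compound enzyme wells and no-enzyme blanks / Read-out basis: percent inhibition of thrombin substrate cleavage / Timing: reaction at room temperature / Measured by: fluorescence, ex 355 nm, em 460 nm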
# Furin inh – human furin inhibitors, primary screen, biochemical, fluorescence intensity | P09958 | purified furin, fluorogenic substrate cleavage | inhibition, % at 30 µM | 0.061% of 220,000 active; in the data active means inhibition above about 25%; further: inactives centre near -15
# zfTRPN1 agonist – zebrafish TRPN1 channel agonists, primary screen, cell-based, HEK293, calcium fluorescence; HEK293 zebrafish TRPN1-YFP, Fluo-8 calcium fluorescence; 100% = response to 87 µM carbachol; 0.18% of 220,000 active; activation, % at 3 µM; AID 1424, 2008; transient receptor potential cation channel N1 (TRPN1/NompC), Danio rerio;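 active means activation above its plate's cutoff, the mean activation of test wells on that plate plus 3 SD, cut at about 19% in these data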;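 further: 0% = DMSO alone and 100% = 87 µM carbachol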
#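 Material: zebrafish TRPN1-YFP in HEK293 cells; Doses: single test compound dose, 3 µM nominal, 0.3% DMSO; Timing: dye loading 1 h at 37 °C, then 30 min room temperature; Technique: intracellular calcium fluorescence with Fluo-8; Benchmarks: high carbachol 87 µM, low DMSO alone.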
# Cl transport mod – KCC2 cotransporter modulators, thallium flux, primary screen, cell-based, HEK293 KCC2, FluoZin-2 fluorescence, MLSMR. Solute carrier family 12 member 5 (Homo sapiens), Q9H2X9. KCC2 cells, thallium flux FluoZin-2 fluorescence. B-score of Tl+ flux slope (higher = more flux/activation; lower = inhibition) at 10 µM. 2.2% of 190,000 active. AID 1456, 2008;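 active means thallium flux slope and its plate-corrected score both differing from the plate sample mean at a set confidence after two filtering rounds, in either direction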;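 further: slope of fluorescence scaled to starting intensity during 10 to 20 s after thallium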
# PPC-1+TRAIL kill – compounds killing PPC-1 cancer cells with TRAIL present, primary screen, TRAIL potentiator project, ATPLite luminescence, uHTS; PPC-1 cells + TRAIL, ATPLite viability luminescence; cell killing (% activity), % at 4 µM; 0.41% of 220,000 active; AID 1443, 2008;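 active means cell killing above 50% in the first pass at 4 µM, then a duplicate retest at 5 µM averaging 50% or more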;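 further: plate controls were cells with TRAIL plus DMSO for no effect and medium-only wells lacking cells for full effect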
# The depositor's hits bear a star; . = not tested or not shown; & = joins results of further samples; [ ] = remark or other dose. The order is random, and some 3.6% of all compounds hit somewhere here.
SMILES,Tb hexokinase,TRPML3 agonist,m-calpain inh,EBV gp42 inh,thrombin 1536,Furin inh,zfTRPN1 agonist,Cl transport mod,PPC-1+TRAIL kill
Cc1nonc1C1CCCN1C(=O)c1cc(COc2ccc(F)cc2F)on1 (stereo not drawn),-11,-0.4,2,-13,-1,-14,-0.8,-5.5,22
CCCNC(=O)Nc1cccc(NC(C)=O)c1,-6,0.5,-2,-30,-5,-14,0.9,1.2,-6
COc1ccc(OC)c(C2CC(c3ccccc3)=NN2C(=S)Nc2ccccc2)c1 (stereo not drawn),-36,0.1,-8,1,0,-10,1.5,1.1,21
CCOC(=O)CSc1nc(N(C)C)nc(N(C)C#N)n1,-1,0.2,-3,-14,0,1[20 µM],0.5,-1.1,9
CCC/C=N/NC(=O)c1cc(Br)ccc1O,-13,1.1,-45,-20,-3,-11,1.4,-1.6,-2
CCOC(=O)c1cnn(-c2ccccc2)c1NC(=O)c1cccs1,1,0.3,3,-17,0,-19,-0.6,0.91,13
CN(C)c1ccc(-c2noc(C3CCN(S(=O)(=O)c4cccc(Cl)c4)CC3)n2)cc1,2,0.5,-14,-10,-3,-13,-0.3,0.24,26
Cc1sc(NC(=O)CSc2nnc3scc(-c4ccccc4)n23)c(C#N)c1C,-14,0.5,-39,-6,-5,-27,0.7,.,5
N#Cc1nc(-c2ccco2)oc1N1CCN(c2ccccc2)CC1,-9,-0.1,15,-17,-2,-19,-0.3,.,21
COc1nc(NCCN2CCOCC2)nc(Nc2ccc([N+](=O)[O-])cc2)n1,-34,0.5,17,-15,1,1[20 µM],0.3,1.4,-5

# In another format: entries from further up.
N#Cc1nc(-c2ccco2)oc1N1CCN(c2ccccc2)CC1
  Tb hexokinase = -9 | TRPML3 agonist = -0.1 | m-calpain inh = 15 | EBV gp42 inh = -17 | thrombin 1536 = -2 | Furin inh = -19 | zfTRPN1 agonist = -0.3 | Cl transport mod = . | PPC-1+TRAIL kill = 21
COc1nc(NCCN2CCOCC2)nc(Nc2ccc([N+](=O)[O-])cc2)n1
  Tb hexokinase = -34 | TRPML3 agonist = 0.5 | m-calpain inh = 17 | EBV gp42 inh = -15 | thrombin 1536 = 1 | Furin inh = 1[20 µM] | zfTRPN1 agonist = 0.3 | Cl transport mod = 1.4 | PPC-1+TRAIL kill = -5

# Carrying on:
SMILES,Tb hexokinase,TRPML3 agonist,m-calpain inh,EBV gp42 inh,thrombin 1536,Furin inh,zfTRPN1 agonist,Cl transport mod,PPC-1+TRAIL kill
CC(=O)C1=C(O)C(=O)N(Cc2cccnc2)C1c1ccc(C(C)C)cc1 (stereo not drawn),-19,0.2,31,-7,1,-6,2.0,-0.55,4
COc1cc(CNCc2cccnc2)ccc1OCc1ccccc1,8,0.5,35,2,-13,-7,1.1,0.83,25
COc1cc(/C=C2\C(=O)N(C)C(=S)N2C)ccc1O,-7,0.6,13,-21,-6,-7,1.8,-2.8,-2
COc1cc(N=Nc2c(C)n(C)n(-c3ccccc3)c2=O)ccc1N,-12,-0.8,14,-7,-4,7,-0.3,1.1,21
O=C(O)c1cc2c(cc1Cl)N1CCCCCC1=NS2(=O)=O,-2,0.7,-15,-20,-7,-14,-0.2,0.35,11
COc1ccc(-c2ncncc2-c2ccc(Cl)cc2)c(O)c1,-18,0.1,26,-6,-1,-13,-1.4,-0.1,12
CN(C)S(=O)(=O)c1ccc(Cl)c(NC(=O)CN2CCN(Cc3ccc4c(c3)OCO4)CC2)c1,-19,1.4,-5,4,-2,-8,2.5,-0.36,13
O=C(CN1CCN(c2ncc(C(F)(F)F)cc2Cl)CC1)NCCNc1ncc(C(F)(F)F)cc1Cl,-9,1.4,-23,-5,2,8[20 µM],-0.9,0.45,24
CC(=O)NC(CCS(C)(=O)=O)C(=O)Nc1ccc(C)c(F)c1 (stereo not drawn),5,-0.2,21,4,-8,-25,0.8,1.3,-6
COc1ccc(C2C(C(=O)N3CCN(c4ccccn4)CC3)CCC(=O)N2c2cc(OC)c(OC)c(OC)c2)cc1 (stereo not drawn),-7,0.5,7,-9,-10,-21,0.6,-0.0045,10
Cc1cccc(Nc2nnc(SCc3cn4ccsc4n3)s2)c1,-3,0.5,-3,5,0,-14,-0.6,-1.6,8
Fc1ccccc1COc1ccc2ccccc2c1CNc1nn[nH]n1,3,-0.2,-17,-16,-28,-27,0.1,-5.9*,-3
CN(C)c1ccc(C(=S)N2CCN(c3ccccc3)CC2)cc1,0,-0.7,-17,-6,-3,-18,-1.9,0.12,7
Cc1ccc(S(=O)(=O)N2CCC(C(=O)NNC(=O)C3CC3)CC2)cc1Cl,-4,1.5,-29,6,-4,-18,-0.9,-0.26,19
COc1ccccc1/C=C(/CC(=O)NCc1ccc(F)cc1)c1nc2ccccc2s1,-3,-0.2,-19,-16,-4,-13,-3.0,-0.0099,30
COc1ccc(Cl)cc1-c1nc(SCC(=O)N(C)CCC#N)n[nH]1,-3,0.4,8,-17,-9,-20,0.4,-0.41,-10[5 µM]
Cc1cc(C)c(C#N)c(SCC(=O)N2CCCCC2)n1,-11,0.2,-14,119*,-4,-21[20 µM],-1.1,0.1,-4
O=C(NCCCN1CCOCC1)C1CCC(=O)N1C1CCCCC1 (stereo not drawn),2,1.0,-46,-1,-1,-20[20 µM],0.1,-0.37,-13
COc1ccc(CCCC(=O)O)c(C)c1,-1,1.1,16,2,4,-16[20 µM],0.5,.,21
COc1ccccc1-c1noc(-c2ccccc2)n1,1,-0.6,20,-21,-4,-38[20 µM],-0.4,-0.31,34

# In the list so far, two contain two or more sulfur atoms:
SMILES,Tb hexokinase,TRPML3 agonist,m-calpain inh,EBV gp42 inh,thrombin 1536,Furin inh,zfTRPN1 agonist,Cl transport mod,PPC-1+TRAIL kill
Cc1sc(NC(=O)CSc2nnc3scc(-c4ccccc4)n23)c(C#N)c1C,-14,0.5,-39,-6,-5,-27,0.7,.,5
Cc1cccc(Nc2nnc(SCc3cn4ccsc4n3)s2)c1,-3,0.5,-3,5,0,-14,-0.6,-1.6,8

# The listing picks up; the 2 compounds before the break are reprinted first.
SMILES,Tb hexokinase,TRPML3 agonist,m-calpain inh,EBV gp42 inh,thrombin 1536,Furin inh,zfTRPN1 agonist,Cl transport mod,PPC-1+TRAIL kill
COc1ccc(CCCC(=O)O)c(C)c1,-1,1.1,16,2,4,-16[20 µM],0.5,.,21
COc1ccccc1-c1noc(-c2ccccc2)n1,1,-0.6,20,-21,-4,-38[20 µM],-0.4,-0.31,34
CCOCC(=O)Nc1nc2ccc(OCC)cc2s1,2,0.0,2,0,-10,-23[20 µM],0.7,-0.13,39
Cc1ccc(CS(=O)(=O)c2ccccc2-c2nnc(-c3ccc(Cl)cc3)o2)cc1,2,0.6,-118,-9,1,-25[20 µM],0.0,.,1
CCOC(=O)C(NC(=O)c1ccccc1F)(Nc1cc(C)on1)C(F)(F)F (stereo not drawn),-1,-0.5,22,-4,-4,-17,-1.7,0.0017,5
Cc1ccc(NC(=O)C[n+]2ccccc2)cc1[N+](=O)[O-],-2,0.1,4,9,20,-17[20 µM],-1.0,-0.69,-15
N=c1c[n+](-c2ccc(Cl)cc2)[n-]o1,1,-0.6,27,-1,-3,-10,-2.1,-1.1,9
CC(C)CNC(=S)NC1CC2CCCC(C1)N2Cc1cccs1 (stereo not drawn),-5,0.7,19,-2,2,-10[20 µM],-1.1,2.5,15
CC/C(=N\NC(=O)c1c[nH]c2ccccc12)c1cccs1,-20,0.2,11,-7,0,-14,1.1,-1.9,22
CCOC(=O)CC1=NN(c2ccccc2)C(=O)/C1=C\c1ccc(OC)cc1OC,-10,0.5,-13,-9,-4,-14,-0.6,0.094,8
Cc1ccc(Oc2nc(-c3cccnc3)nc3ccccc23)c([N+](=O)[O-])n1,-2,0.7,1,-16,-5,-4,0.6,0.58,18
C=CCSc1nc2c(c(=O)[nH]c(=O)n2C)n1C/C=C(/C)Cl,1,0.6,1,-8,-11,-14,-0.1,-1,16
Cc1ccccc1Cc1c(C)nc2ncnn2c1C,3,-0.7,6,-15,-1,-12,1.2,0.18,-19
O=C(COC(=O)CCSc1ccccc1)Nc1ccc(F)cc1Cl,34,0.3,10,3,-8,-12,-2.9,-0.7,-1
N#CC1(C#N)C(c2ccccc2)OC23CCCCC2C1(C#N)C(=N)O3 (stereo not drawn),-4,0.4,-42,-5,-4,-30,-0.3,0.0024,-14
CC(C)C(C(=O)N1CCOCC1)N1C(=O)c2ccccc2C1=O (stereo not drawn),-1,-0.5,10,-23,2,-18,1.5,0.054,10
COc1ccc(NC(=S)NCCc2ccc(Cl)cc2)c(OC)c1,4,-0.9,-9,-16,4,7[20 µM],-2.5,2,-8
O=[N+]([O-])c1ccc(CN2CCOCCOCCOCC2)cc1,23,-0.4,6,-9,-2,-8,0.1,-0.11,18
CCN(CC)CCN(C(=O)CCOc1ccccc1)c1nc2ccc(F)cc2s1,7,1.0,-7,-9,2,-16,1.8,0.64,-4
CS(=O)(=O)NCCSCc1ccco1,-1,0.2,-52,6,-3,-11,0.8,-0.0011,11
Cc1ccc2c(CC(=O)NCCc3ccc(S(N)(=O)=O)cc3)coc2c1,5,0.4,-4,-12,-3,-23,2.3,-0.6,-3
COc1ccc(S(=O)(=O)N2Cc3ccccc3CC2C(=O)Nc2nccs2)cc1 (stereo not drawn),4,-0.3,14,-13,-5,-10[20 µM],-0.4,.,17
CN1CCN(c2c(F)cc3c(=O)c(C(=O)O)cn4c3c2OCN4C)CC1,-29,-0.1,-283,6,1,-7,0.0,0.58,0
COC(=O)Nc1ccc2c(c1)N(C(=O)CCN1CCN3CCCC3C1)c1ccccc1CC2 (stereo not drawn),-2&-4,1.2&0.4,-11&-13,-19&-14,-3,-25&-16,-1.1&0.9,0.052&0.86,22&17
CCCCNC(=S)NNC(=O)c1c(C)nc2ccccn12,-1,0.6,-30,-31,5,-31,2.1,0.34,0
O=c1oc2c(CN3CCOCC3)c(O)ccc2c2ccccc12,-14,0.1,-20,-4,4,-12[20 µM],1.8,0.03,16
CC(C)(C)NC(=O)CSc1nc2ccccc2c(=O)[nH]1,-4,0.7,-20,-16,-8,-21,1.3,1.6,25

# Source: PubChem
